Source: PubChem BioAssay (several laboratories)
ASAP1 GAP inh – ASAP1 ArfGAP inhibition; 360,000 tested, 0.19% active; Q9ULH1; inhibition, % at 16.5 µM; ASAP1-stimulated ARF1 GTP hydrolysis, GDP FP detection; in the data active means inhibition above about 25%;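 further: 0% = vehicle with enzyme and substrate and 100% = no enzyme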
ARFGAP1 inhibitor – inhibits rat ARF GTPase activating protein 1; Arfgap1-stimulated ARF1 GTP hydrolysis, GDP FP detection; inhibition, % at 16.5 µM; Q62848; 360,000 tested, 0.26% active;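 active means inhibition above a per-plate limit, mean inhibition of low control wells plus 3 SD, cut at about 25% in these data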;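 further: 0% = DMSO wells with enzyme and 100% = wells lacking Arfgap1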
Target sequence (Q62848 1-136 limits assumed): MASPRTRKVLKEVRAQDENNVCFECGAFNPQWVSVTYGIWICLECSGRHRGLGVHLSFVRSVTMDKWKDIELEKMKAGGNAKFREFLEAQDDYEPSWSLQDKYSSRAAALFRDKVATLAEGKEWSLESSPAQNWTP
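System: truncated rat Arfgap1 GAP domain / Medium: HEPES-based buffer, pH 7.5 / Also added: N-terminally truncated human ARF1-GTP substrate / Incubation: enzyme reaction 120 min at 25 °C after 20 min preincubation / Measured by: FP of antibody-bound GDP Alexa 633 tracer, ex 620/em 688 nm / Replicates: singlicate, each compound tested once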
GC-A act – GC-A (human) enzyme activation; HEK293 GC-A cells, cGMP TR-FRET, EC30 ANP; 0% at EC30 ANP, 100% saturating ANP; activation, % at 10 µM; P16066; 370,000 tested, 0.14% active; in the data active means activation above about 40%
ABHD4 inh – inhibits mouse alpha/beta hydrolase domain 4. AID 720543. purified mABHD4, FP-Rh probe fluorescence polarization. Q8VD66. 370,000 tested, 0.54% active. inhibition, % at 8.92 µM;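 active means inhibition exceeding the mean over every tested compound plus 3 SD, cut at about 30% in these data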;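 further: 0% = plate median of compound wells and 100% = S159A mutant with DMSO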
Target sequence (Q8VD66 whole entry, looked up, the tested form may be a part): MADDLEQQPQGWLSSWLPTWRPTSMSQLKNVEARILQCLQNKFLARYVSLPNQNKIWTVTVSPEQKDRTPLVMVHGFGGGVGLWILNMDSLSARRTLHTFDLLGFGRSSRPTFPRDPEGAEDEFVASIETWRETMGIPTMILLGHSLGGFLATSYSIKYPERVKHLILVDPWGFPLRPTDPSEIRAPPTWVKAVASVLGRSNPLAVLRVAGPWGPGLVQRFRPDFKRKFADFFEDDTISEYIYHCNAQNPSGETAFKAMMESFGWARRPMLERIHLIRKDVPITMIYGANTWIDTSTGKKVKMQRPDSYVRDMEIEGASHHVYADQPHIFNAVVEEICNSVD
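Assay system: Wild-type mouse ABHD4 protein | Medium: HEPES pH 7.0 buffer, 150 mM NaCl, 0.01% Pluronic F-127 | Incubation: Enzyme–compound pre-incubation 45 min, then probe 60 min, both 25 °C | Technique: Fluorescence polarization with parallel and perpendicular emission, 525/598 nm | Evaluation: % inhibition of FP-Rh probe binding versus controls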
PG9 Ab binder – PG9 antibody binding by small molecule; 360,000 tested, 0.43% active; TR-FRET gp120-PG9 antibody binding; inhibition, % at 6.7 µM; AID 624416; in the data active means inhibition above about 8.5%
GC-B act – GC-B (human) receptor activation. HEK293-GC-B cells, CNP EC30, cGMP TR-FRET; 0% at EC30 CNP, 100% saturating CNP. activation, % at 10 µM. 370,000 tested, 0.11% active;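 active means activation at 10 µM reaching about 35% in either raw or pattern-adjusted values, limit read from the data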
Rev-erbA mod – modulates human Rev-erb alpha binding to DNA; Rev-erbα–FITC-DNA binding, fluorescence polarization, 90 min; AID 1259318; 370,000 tested, 0.79% active; activity, % at 10 µM; P20393;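 active means activity above about 14%, limit read from the data; passing the limit was not always enough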;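 further: 0% = DMSO wells with 35 nM protein and 100% = DMSO wells with 750 nM protein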
Target sequence (P20393 whole entry, looked up): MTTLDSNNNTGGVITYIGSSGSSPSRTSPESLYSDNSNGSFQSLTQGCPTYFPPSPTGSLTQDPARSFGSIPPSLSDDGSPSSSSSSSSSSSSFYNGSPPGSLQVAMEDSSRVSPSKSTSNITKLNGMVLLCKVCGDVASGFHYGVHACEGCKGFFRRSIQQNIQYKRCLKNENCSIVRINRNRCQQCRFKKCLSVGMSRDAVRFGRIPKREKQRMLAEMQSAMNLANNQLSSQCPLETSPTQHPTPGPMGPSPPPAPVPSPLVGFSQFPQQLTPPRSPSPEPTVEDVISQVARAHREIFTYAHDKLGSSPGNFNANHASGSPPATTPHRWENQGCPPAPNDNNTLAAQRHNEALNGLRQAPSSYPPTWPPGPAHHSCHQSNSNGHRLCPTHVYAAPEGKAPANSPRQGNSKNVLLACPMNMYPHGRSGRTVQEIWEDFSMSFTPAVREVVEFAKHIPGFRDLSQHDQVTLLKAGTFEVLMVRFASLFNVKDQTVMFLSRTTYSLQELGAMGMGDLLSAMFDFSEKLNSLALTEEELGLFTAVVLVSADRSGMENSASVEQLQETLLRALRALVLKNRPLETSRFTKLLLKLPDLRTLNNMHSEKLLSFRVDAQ
SMARCA2 activ – activators of SMARCA2 function; 370,000 tested, 1% active; AID 652017; activation, % at 9.1 µM; MG213 cells, MMTV-luciferase reporter, dexamethasone, overnight; in the data active means activation above about 7.8%;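 further: 0% = vehicle wells and 100% = reference activator wells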
HTRA1 inhibitor – HTRA1 (human) protease inhibition | recombinant HTRA1, FP-rhodamine activity-based probe, fluorescence polarization | inhibition, % at 5.96 µM | 340,000 tested, 0.5% active | AID 504803; in the data active means inhibition above about 36%;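 further: 0% = enzyme with DMSO and 100% = wells lacking enzyme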
rCAG RNA binder – r(CAG) repeat RNA binding; 370,000 tested, 1.3% active; inhibition, % at 3 µM; TO-PRO-1 dye displacement fluorescence;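 active means inhibition above the plate cutoff, the mean of all test compounds on that plate plus 3 SD, cut at about 35% in these data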;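 further: 0% = DMSO alone and 100% = 100 µM mitoxantrone as full dye displacement; higher means more dye released from RNA so lower well fluorescence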
Active calls of the source: *; . = not tested or not shown.

SMILES	ASAP1 GAP inh	ARFGAP1 inhibitor	GC-A act	ABHD4 inh	PG9 Ab binder	GC-B act	Rev-erbA mod	SMARCA2 activ	HTRA1 inhibitor	rCAG RNA binder
CCOC(=O)[C@]12CCCC=C1N(Cc1cccc3ccccc13)C(=O)[C@H](CC(=O)N1CCOCC1)C2	1	7	-11	-13	0.0	6	1	-4	.	2
Cc1ccccc1Nc1nnc(SCC(=O)N(C)C2CCS(=O)(=O)C2)s1 (stereo unspecified)	2	-5	-4	-2	0.0	3	0	-2	-5	2
c1ccc(OCCSc2ncnc3nc[nH]c23)cc1	-8	-2	17	3	-2.6	-1	0	3	-2	1
CC1CCC(NC(=O)COC(=O)CCC(=O)c2ccc(Cl)s2)CC1 (stereo unspecified)	-2	11	0	4	1.8	-2	-3	0	-2	-4
CC[C@H](C)[C@@H](C(=O)NCCCCCCCCCCC(=O)N1CCNCC1)n1cc(CCCCCN)nn1	7	-1	1	5	-0.7	0	-5	-1	2	-1
COc1ccc(C)cc1NC(=O)c1ccc(NS(=O)(=O)c2cccs2)cc1	5	-2	-5	-12	-0.9	-3	-7	-3	3	24
CSc1nc2ncc(C#N)cn2n1	-16	1	-2	3	-0.8	4	1	0	-3	0
O=C(C1CCCCC1)N(Cc1ccccc1)c1ccccn1	-12	4	-8	7	-0.5	-4	2	-2	-3	-9
O=C(CSc1nnc(-c2cccnc2)n1CCN1CCCCC1)Nc1cccc(Cl)c1	-10	9	-18	-1	-2.6	-11	-3	4	-7	1
O=C(Nc1cccc(S(=O)(=O)Nc2ccc(Cl)cc2)c1)c1ccc[n+]([O-])c1	13	-7	-1	-4	0.9	4	0	-3	-5	11
CCOc1ccccc1NC(=O)C1CCCN(C(=O)Nc2ccccc2)C1 (stereo unspecified)	6	11	0	-1	-0.3	-3	-3	-2	-8	-5
COc1ccc(C(=O)C[n+]2ccc3c(c2)nc(-c2cc(OC)c(OC)cc2OC)n3C)cc1	-5	-10	.	0	1.1	.	.	-4	0	3
CCCNC(=O)c1ccccc1N1CCN(CCCCN2C(=O)C3CCCCN3C2=O)CC1 (stereo unspecified)	2	-5	2	0	1.3	2	-5	-1	2	-10
CC(C)NC(=O)c1onc(CSc2cccc3ccccc23)c1C(=O)O	16	-3	1	-9	1.2	4	1	1	-13	36*
COc1ccc(O)c(C(=O)c2cnn(S(=O)(=O)c3ccc(C)cc3)c2)c1	-10	20	-7	-11	-2.3	-3	17	-1	0	5
C=CCOc1ccc(CNc2nn[nH]n2)cc1OC	-11	12	3	3	1.1	-1	5	0	-1	3
COc1cc(OC)c(C2=NOC(C(=O)NCc3ccc4c(c3)OCO4)C2)cc1Cl (stereo unspecified)	10	7	-6	-4	-0.5	-8	3	-2	-11	-3
Cc1ccc(-n2c([C@@H]3C[C@H]3c3ccccc3)n[nH]c2=S)cc1	11	5	0	5	-0.2	2	-4	-2	-7	0
NC(=O)c1c(NC(=O)c2ccc([N+](=O)[O-])o2)sc2c1CCCC2	5	8	-8	7	-0.1	-11	-2	4	5	1
Cc1c(OC(C)C(=O)NCC2CCC(C(=O)O)CC2)ccc2c1oc(=O)c1ccccc12 (stereo unspecified)	0	-6	4	-5	-1.6	-6	-1	-3	7	1
O=C(CCOc1ccccc1)Nc1ccnn1C1CCN(Cc2ccccc2)CC1	0	0	0	5	-0.6	2	-4	-1	-4	-10
CCC1Nc2ncnc(N3CCOCC3)c2N(Cc2ccc(C)cc2)C1=O (stereo unspecified)	-4	5	0	11	-0.1	1	0	0	10	0
CCN(CC(=O)Nc1ccc2c(c1)OCCO2)C(=O)c1ccc(CS(C)(=O)=O)cc1	3	9	-1	4	0.4	2	1	2	8	2
CC(=O)C1C(c2ccco2)c2c(noc2C)CC1(C)O (stereo unspecified)	-3	1	3	1	1.9	2	-9	-1	-7	-3

Some entries already given, reduced to Rev-erbA mod, PG9 Ab binder and GC-B act.
structure	Rev-erbA mod	PG9 Ab binder	GC-B act
NC(=O)c1c(NC(=O)c2ccc([N+](=O)[O-])o2)sc2c1CCCC2	-2	-0.1	-11
Cc1c(OC(C)C(=O)NCC2CCC(C(=O)O)CC2)ccc2c1oc(=O)c1ccccc12 (stereo unspecified)	-1	-1.6	-6
COc1ccc(O)c(C(=O)c2cnn(S(=O)(=O)c3ccc(C)cc3)c2)c1	17	-2.3	-3
CC(=O)C1C(c2ccco2)c2c(noc2C)CC1(C)O (stereo unspecified)	-9	1.9	2
O=C(CCOc1ccccc1)Nc1ccnn1C1CCN(Cc2ccccc2)CC1	-4	-0.6	2

Next section.
SMILES	ASAP1 GAP inh	ARFGAP1 inhibitor	GC-A act	ABHD4 inh	PG9 Ab binder	GC-B act	Rev-erbA mod	SMARCA2 activ	HTRA1 inhibitor	rCAG RNA binder
c1nc2n(n1)C1=C(CCCC1)C1(CCCCC1)N2	-3	-12	-1	7	-0.8	4	-2	-2	1	-4
CC(C)C(=O)Nc1ccc(C(=O)NNC(=O)C(c2ccccc2)c2ccccc2)cc1	8	3	0	-9	-3.1	6	-1	-4	-22	4
CCCCn1c(N)c(N(CC(C)C)C(=O)C2CCC2)c(=O)[nH]c1=O	1	6	-5	-3	-2.3	-1	6	-4	1	-1
CCOC(=O)N1CCN(S(=O)(=O)c2ccc(C(=O)Nc3nc4c(s3)CC(C)CC4)cc2)CC1 (stereo unspecified)	-6	10	-4	1	0.1	-1	-6	2	-3	0
NS(=O)(=O)c1ccc(CCNC(=O)CCCOc2ccccc2)cc1	-7	1	2	0	0.6	5	3	-2	0	0
CC1CCN(C(=O)CSc2nnc(Cc3cccn3C)n2CCc2ccccc2)CC1	4	-1	-2	4	-0.3	0	2	-1	-9	7
c1ccc(-c2nnc(OCC3CCCO3)c3ccccc23)cc1 (stereo unspecified)	-2	6	-8	0	0.5	-1	4	2	2	-1
C=CCn1c(SCc2ccccc2Cl)nnc1-c1sc2nc(C)cc(C)c2c1N	4	12	6	1	5.8	14	-3	0	4	4
CCOc1ccc(NC(=O)Cn2c(=O)n(CCCC(=O)NC3CCN(Cc4ccccc4)CC3)c(=O)c3ccccc32)cc1	2	2	-4	0	-0.6	-5	-2	-2	-5	0
CC(C)N(C(=O)CSc1nc2ccccc2n1Cc1ccc(F)cc1)C(C)C	-1	-10	-8	-7	-1.1	-5	-2	-4	-28	-8
Cc1cccc(OCc2nnc(SCC(=O)NCCc3ccccc3)o2)c1	-1	4	4	5	-1.1	0	-3	0	4	-5
Cc1cc(NC(=O)CSCC(=O)N2CCN(c3cccc(C(F)(F)F)c3)CC2)no1	6	-3	-1	0	-2.1	-1	-3	0	-5	-14

Reprinted from the part before: 4 compounds, followed by the next part.
SMILES	ASAP1 GAP inh	ARFGAP1 inhibitor	GC-A act	ABHD4 inh	PG9 Ab binder	GC-B act	Rev-erbA mod	SMARCA2 activ	HTRA1 inhibitor	rCAG RNA binder
CCOc1ccc(NC(=O)Cn2c(=O)n(CCCC(=O)NC3CCN(Cc4ccccc4)CC3)c(=O)c3ccccc32)cc1	2	2	-4	0	-0.6	-5	-2	-2	-5	0
CC(C)N(C(=O)CSc1nc2ccccc2n1Cc1ccc(F)cc1)C(C)C	-1	-10	-8	-7	-1.1	-5	-2	-4	-28	-8
Cc1cccc(OCc2nnc(SCC(=O)NCCc3ccccc3)o2)c1	-1	4	4	5	-1.1	0	-3	0	4	-5
Cc1cc(NC(=O)CSCC(=O)N2CCN(c3cccc(C(F)(F)F)c3)CC2)no1	6	-3	-1	0	-2.1	-1	-3	0	-5	-14
Cc1cccc(C)c1NC(=O)C1CC(=O)N(C(C)C)C1 (stereo unspecified)	-18	-7	3	6	-0.8	-2	-2	-1	5	-2
CC(=NCC1CCCO1)C1=C(O)CC(C)(C)CC1=O (stereo unspecified)	-4	2	3	-8	0.3	7	-4	-1	-9	-4
COC(=O)C1CCCN1C(=O)COc1ccc(Br)cc1Cl (stereo unspecified)	-4	-6	28	-9	-3.3	-1	1	-4	0	0
O=C(c1cccc(F)c1)N1CCCN(C(=O)c2cccc(F)c2)CC1	5	5	0	-7	0.2	3	-2	3	5	-3
CCN(CC)C(=O)C(C)OC(=O)c1ccc(O)cc1 (stereo unspecified)	1	0	3	2	-2.4	0	1	5	9	1
CCCCCc1cc(=O)oc2c(C(CCN3CCCC(C)C3)c3ccc(OC)cc3)c(OC)cc(OC)c12 (stereo unspecified)	1	1	-4	15	-2.8	-7	5	0	-52	7
Nc1nc(-c2ccccc2)cc(-c2ccccc2O)n1	15	11	-4	-13	-2.6	-1	2	0	-20	7
O=C(NNC(=O)c1cc2cc3ccccc3nc2s1)c1cccc(Cl)c1	-6	1	-3	-6	1.1	1	-17	0	-5	6
Cc1ccc(C(=O)NNS(=O)(=O)c2ccc(F)cc2)cc1	-12	-5	0	-2	1.1	3	3	-1	6	-5
Cc1ccc(OCc2nnc(SCC(=O)NCc3ccco3)n2C)cc1	-12	-11	3	5	0.8	4	2	-1	2	-6
CCOc1cc(/C=C/c2ccc3cccc([N+](=O)[O-])c3n2)ccc1OCC(=O)N(C)C	14	10	2	-8	0.4	3	6	-1	-4	6
CN(C)S(=O)(=O)c1ccc(NC(=O)CN2CCCc3ccccc32)cc1	6	7	0	-2	-0.5	3	-2	-2	-1	1
CC(=O)c1c(C)[nH]c(C(=O)COC(=O)CCNS(=O)(=O)c2ccc(C)c(C)c2)c1C	-6	5	-4	7	-1.0	1	-6	4	9	1
COc1cc(C(=O)N/N=C/c2sc(N3CCOCC3)nc2-c2ccccc2)cc(OC)c1OC	7	4	3	-1	-1.8	4	6	-1	7	-1
C=CCNc1sc(C(=O)C(C)(C)C)c(N)c1C#N	-5	5	3	-4	0.2	9	0	2	-9	-5
COc1cc(OC)cc(C2=Cc3ccccc3C(CC(=O)c3ccco3)N2c2ccc(-c3cncnc3)cc2)c1 (stereo unspecified)	1	-8	-2	-7	2.6	6	4	-2	.	12
Cc1ccc(C2CC(c3ccccc3Cl)n3nc(N)nc3N2)cc1 (stereo unspecified)	18	3	-2	1	-0.3	-1	5	2	-4	-3
COc1cccc(NCCC(=O)c2cccc([N+](=O)[O-])c2)c1	0	2	-3	3	-1.4	-2	-30	6	-2	4
OCCCCCCNc1ccc(CCO)cc1	-5	3	-6	7	-0.3	-6	2	-2	.	0
CC(=O)Nc1ccc2c(COC(=O)[C@H](C)N3C(=O)C4CCCCC4C3=O)cc(=O)oc2c1 (stereo partly specified)	-5	3	8	2	0.7	3	2	2	4	0
Cn1c(=O)c2cc(NC(=S)NC3CCCCC3)ccc2n1Cc1cccc(C(F)(F)F)c1	-12	1	3	9	-1.5	4	9	-1	.	3
Cc1cccc(NS(=O)(=O)c2cc3c4c(c2)CCC(=O)N4CCC3)c1	-3	6	-7	-3	1.2	2	1	-1	-8	-2
CCOc1ccccc1-c1nnc(SCC(=O)NC2CC3CCC2C3)n1CC (stereo unspecified)	12	12	-1	0	0.8	-5	-5	0	-1	0
COC(=O)/C(C#N)=C/c1occc1C	-1	9	3	4	-3.1	0	0	-1	0	1
O=C(CSC1=Nc2ccccc2C2CC=NN12)NCc1ccco1 (stereo unspecified)	-7	2	-5	-2	-2.5	-6	0	-4	-1	8
Cc1ccc(-c2[nH]nc3c2C(c2ccsc2)C(C#N)=C(N)O3)cc1 (stereo unspecified)	-11	17	-40	9	-0.7	-20	0	-5	2	7
CCOc1ccc(NS(=O)(=O)c2ccc(C)c(C(=O)NCCCn3ccnc3)c2)cc1	3	3	-2	2	1.0	-1	0	-3	-3	0
